Screens deposited in PubChem by several laboratories.
MrgX1 allo act = allosterically activates human MrgX1 receptor signaling | Q96LB2 | AID 588675 | 310,000 compounds, 0.63% hits | B-score at 10 µM | MrgX1-HEK293, Fluo-4 calcium flux, FDSS; stronger effect = higher value;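 active means plate-corrected calcium response at least 3 library SD above typical, normal starting fluorescence, not activating the receptor alone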;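 further: compound read alongside a low EC10 to EC30 dose of BAM8-22 agonist; peak minus trough fluorescence over baseline measured at the second addition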
Target sequence (Q96LB2 whole entry, looked up): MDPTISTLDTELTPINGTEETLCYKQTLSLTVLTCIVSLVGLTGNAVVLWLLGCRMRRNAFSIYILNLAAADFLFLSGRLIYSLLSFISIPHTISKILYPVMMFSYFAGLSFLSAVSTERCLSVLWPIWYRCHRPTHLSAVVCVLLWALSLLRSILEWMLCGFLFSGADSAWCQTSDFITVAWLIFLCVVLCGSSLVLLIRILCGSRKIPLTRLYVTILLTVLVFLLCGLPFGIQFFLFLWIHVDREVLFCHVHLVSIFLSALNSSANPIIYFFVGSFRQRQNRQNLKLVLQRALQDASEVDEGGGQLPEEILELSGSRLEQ
HDAC3 inh = blocks human histone deacetylase 3. AID 2718. inhibition, % at 8.3 µM. recombinant HDAC3, fluorogenic peptide/trypsin coupled, fluorescence. O15379. 320,000 compounds, 0.15% hits; in the data active means inhibition above about 26%, passing the limit was not always enough
Target sequence (O15379 whole entry, looked up): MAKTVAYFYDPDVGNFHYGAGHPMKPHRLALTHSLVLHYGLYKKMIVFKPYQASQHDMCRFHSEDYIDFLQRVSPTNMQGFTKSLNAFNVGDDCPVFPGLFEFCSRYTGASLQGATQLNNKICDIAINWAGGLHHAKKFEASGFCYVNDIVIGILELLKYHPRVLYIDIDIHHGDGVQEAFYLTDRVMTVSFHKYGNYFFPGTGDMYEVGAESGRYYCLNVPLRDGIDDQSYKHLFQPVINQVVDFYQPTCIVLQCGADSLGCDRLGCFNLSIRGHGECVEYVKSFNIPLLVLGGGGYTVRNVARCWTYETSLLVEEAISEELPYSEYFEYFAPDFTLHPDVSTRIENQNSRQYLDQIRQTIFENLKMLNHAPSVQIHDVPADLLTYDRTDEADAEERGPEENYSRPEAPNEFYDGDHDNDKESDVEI
TRPC6 inh = mouse TRPC6 channel inhibition | Q61143 | HEK293-TRPC6, membrane potential dye, ACh-evoked depolarization; stronger effect = lower value | B-score at 10 µM | 310,000 compounds, 1.1% hits | AID 2553;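 active means B-score under library mean minus 3 SD, initial fluorescence not abnormally high, positive integrated signal ratio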;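 further: B-score derived from integrated fluorescence ratio over the kinetic read; more negative B-score means stronger inhibition of depolarization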
ANO1 activ = mouse TMEM16A channel activation, primary screen; Q8BHY3; HEK293 TMEM16A/YFP-H148Q/I152L, iodide quench fluorescence; stronger effect = lower value; B-score at 10 µM; 340,000 compounds, 0.3% hits;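 active means fluorescence-ratio B-score plate-corrected deviation score at least 3 library SD below zero, with starting fluorescence score within 5 deviations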;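 further: channel opened by trigger with iodide after compound preincubation; score built on the fluorescence ratio of max minus min over baseline; more negative score means more quench and so TMEM16A activation or potentiation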
TMEM16A inh = blocks the mouse calcium-activated chloride channel TMEM16A | Q8BHY3 | HEK293 TMEM16A/YFP iodide influx fluorescence, ionomycin | normalized B-score (activity score, 25-100; higher = stronger inhibition) at 10 µM | 310,000 compounds, 1.2% hits;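 active means ratio plate-corrected score three or more library SD toward inhibition, starting fluorescence score within five deviations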;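 further: score derived from kinetic fluorescence span divided by baseline fluorescence per well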
TRPC6 act = activators of mouse TRPC6 channel; Q61143; HEK293-TRPC6 membrane potential dye fluorescence; stronger effect = higher value; B-score at 10 µM; 310,000 compounds, 0.13% hits; AID 2550;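 active means B-score of the integrated fluorescence ratio above library mean plus 3 SD, and starting fluorescence ratio within library mean plus 5 SD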;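 further: higher score means more depolarization so channel activation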
RGS4 inh = inhibitors of human RGS4; P49798; HEK293 M3R/RGS4 inducible, Fluo-4 calcium flux; stronger effect = higher value; triggered by carbachol at its EC20; B-score at 10 µM; 310,000 compounds, 0.45% hits;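 active means B-score, a plate-corrected calcium signal, over three deviations above library mean, with baseline fluorescence within five deviations of library mean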;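 further: RGS4 expression induced by doxycycline in cells with stable M3 receptor; B-score is computed from the integrated fluorescence ratio over baseline after carbachol; higher B-score means a larger calcium signal and so more RGS4 inhibition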
Target sequence (P49798 whole entry, looked up): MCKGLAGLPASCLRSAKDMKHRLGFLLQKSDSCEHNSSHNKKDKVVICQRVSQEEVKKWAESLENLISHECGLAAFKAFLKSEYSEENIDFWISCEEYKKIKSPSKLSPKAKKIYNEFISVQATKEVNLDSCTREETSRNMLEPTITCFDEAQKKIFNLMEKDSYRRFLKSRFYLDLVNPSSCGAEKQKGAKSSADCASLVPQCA
MrgX1 ag = agonists of human MrgX1 receptor; 310,000 compounds, 0.44% hits; MrgX1-HEK293 cells, Fluo-4 calcium fluorescence, agonist mode; stronger effect = higher value; Q96LB2; B-score at 10 µM; AID 588627;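 active means calcium response B-score plate-corrected fluorescence ratio at least 3 library SD, with starting fluorescence B-score inside 5 SD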
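Material: MrgX1-expressing HEK293 cells / Dosing: compound as first of three additions / Incubation: overnight seeding, then 1 h dark dye loading / Signal: Fluo-4 NW calcium fluorescence / Evaluation: B-scored fluorescence response ratio / Benchmarks: positive and negative control wells on each plate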
RGS4 pot = potentiators or activators of RGS4 | HEK293 M3R/inducible RGS4, carbachol calcium flux Fluo4; stronger effect = lower value | B-score at 10 µM | 310,000 compounds, 0.92% hits | AID 463111;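 active means B-score of the integrated calcium signal more than 4 SD below the library mean, with starting fluorescence not abnormally high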;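 further: negative B-score means reduced calcium response which marks RGS4 activation or potentiation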
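Reagent: ECmax carbachol challenge; Test system: M3R-expressing HEK293 line, RGS4 induced by doxycycline; Schedule: overnight RGS4 induction, 30 min dye load 37 °C, 20 min compound RT; Detection: calcium dye Fluo4 fluorescence; Read-out: Agonist-evoked peak-minus-minimum fluorescence over baseline, integrated ratio, B score.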
MrgX1 antag = blocks BAM8-22 activation of human MrgX1 receptor; Q96LB2; MRGX1-HEK293 calcium flux, Fluo-4, BAM8-22 antagonism; stronger effect = lower value; B-score at 10 µM; 310,000 compounds, 1.3% hits; AID 588676;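 active means calcium-response B-score plate-corrected more than 3 library SD below zero, starting fluorescence within 5 deviations, no agonist response on first addition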;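 further: peak minus trough fluorescence over baseline after final BAM8-22 challenge near maximal dose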
SKKanGAS inh = blocks kanamycin growth of S. pyogenes SKKanGAS strain | 300,000 compounds, 1.3% hits | inhibition, % at 7.5 µM | BacTiter-Glo, 6 h;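 active means mean replicate score, as percent of positive control median, at least 50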;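 further: strain carries kanamycin resistance gene driven by streptokinase promoter and grows in 40 µg/ml kanamycin; loss of luminescence reflects streptokinase promoter inhibition or plain growth inhibition; 0% = median of DMSO wells and 100% = positive control at its reference dose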
* = called active by the depositor.

Screening COc1ccc(C(=O)Nc2c(C(C)(C)C)nn(C)c2C(C)(C)C)cc1 returned MrgX1 allo act inactive, HDAC3 inh -0.6, TRPC6 inh inactive, ANO1 activ inactive, TMEM16A inh inactive, TRPC6 act inactive, RGS4 inh inactive, MrgX1 ag inactive, RGS4 pot inactive, MrgX1 antag inactive and SKKanGAS inh -0.6.
For CCCCCC(=O)Nc1ccc(N2CCN(C(=O)c3ccccc3)CC2)cc1 the results were MrgX1 allo act inactive, HDAC3 inh -0.7, TRPC6 inh inactive, ANO1 activ inactive, TMEM16A inh inactive, TRPC6 act inactive, RGS4 inh inactive, MrgX1 ag inactive, RGS4 pot inactive, MrgX1 antag inactive and SKKanGAS inh 3.2.
For O=C(c1ccc2c(=O)n3c(nc2c1)CCC3)N1CCCSC1=Nc1ccccc1 the results were MrgX1 allo act inactive, HDAC3 inh -1.4, TRPC6 inh inactive, ANO1 activ inactive, TMEM16A inh inactive, TRPC6 act inactive, RGS4 inh inactive, MrgX1 ag inactive, RGS4 pot inactive, MrgX1 antag inactive and SKKanGAS inh -2.7.
COc1cccc(/C=C2\SC(=S)N(NC(=O)c3ccncc3)C2=O)c1 was read as MrgX1 allo act inactive, HDAC3 inh 8.9, TRPC6 inh inactive, ANO1 activ inactive, TMEM16A inh inactive, TRPC6 act inactive, RGS4 inh inactive, MrgX1 ag inactive, RGS4 pot inactive, MrgX1 antag inactive and SKKanGAS inh 5.5.
`CC(C)c1ccccc1N=C1SCCN1C1CCS(=O)(=O)C1` (stereo not drawn) gave MrgX1 allo act inactive, HDAC3 inh 3.7, TRPC6 inh inactive, ANO1 activ inactive, TMEM16A inh inactive, TRPC6 act inactive, RGS4 inh inactive, MrgX1 ag inactive, RGS4 pot inactive, MrgX1 antag inactive and SKKanGAS inh 0.1.
Cc1ccc(C)c(N(CC(=O)NC2CCCCC2)C(=O)c2snc(C(N)=O)c2N)c1 was read as MrgX1 allo act inactive, HDAC3 inh -4.7, TRPC6 inh inactive, ANO1 activ inactive, TMEM16A inh inactive, TRPC6 act inactive, RGS4 inh inactive, MrgX1 ag inactive, RGS4 pot inactive, MrgX1 antag inactive and SKKanGAS inh 1.9.
For Cc1cc(C(=O)CSc2nnc(NCc3ccccc3)s2)c(C)n1C the results were MrgX1 allo act inactive, HDAC3 inh -3.6, TRPC6 inh inactive, ANO1 activ inactive, TMEM16A inh inactive, TRPC6 act inactive, RGS4 inh inactive, MrgX1 ag inactive, RGS4 pot inactive, MrgX1 antag inactive and SKKanGAS inh -0.8.
Screening Cc1c(C(=O)NCc2ccco2)oc2ccccc12 returned MrgX1 allo act inactive, HDAC3 inh 0.2, TRPC6 inh inactive, ANO1 activ inactive, TMEM16A inh inactive, TRPC6 act inactive, RGS4 inh inactive, MrgX1 ag inactive, RGS4 pot inactive, MrgX1 antag inactive and SKKanGAS inh 2.4.
For Cc1cc(Cl)ccc1OCC(=O)Nn1c(C)ccc1C the results were MrgX1 allo act inactive, HDAC3 inh -4.4, TRPC6 inh inactive, ANO1 activ inactive, TMEM16A inh inactive, TRPC6 act inactive, RGS4 inh inactive, MrgX1 ag inactive, RGS4 pot inactive, MrgX1 antag inactive and SKKanGAS inh 17.3.
For CCOc1ccc(C(NC(=O)/C=C/c2ccco2)c2ccc(OC)c(OC)c2)cc1 (stereo not drawn) the results were MrgX1 allo act inactive, HDAC3 inh 8.7, TRPC6 inh inactive, ANO1 activ inactive, TMEM16A inh inactive, TRPC6 act inactive, RGS4 inh inactive, MrgX1 ag inactive, RGS4 pot inactive, MrgX1 antag inactive and SKKanGAS inh 3.6.
Screening COc1ccc(Cc2nnc(SCC(=O)N3CCCCC3)o2)cc1 returned MrgX1 allo act inactive, HDAC3 inh -5.2, TRPC6 inh inactive, ANO1 activ inactive, TMEM16A inh inactive, TRPC6 act inactive, RGS4 inh inactive, MrgX1 ag inactive, RGS4 pot inactive, MrgX1 antag inactive and SKKanGAS inh 1.9.
For Cn1c(NCCCN2CCOCC2)nc2c1c(=O)n(Cc1ccc(Cl)cc1Cl)c(=O)n2C the results were MrgX1 allo act inactive, HDAC3 inh 1.2, TRPC6 inh inactive, ANO1 activ inactive, TMEM16A inh inactive, TRPC6 act inactive, RGS4 inh inactive, MrgX1 ag inactive, RGS4 pot inactive, MrgX1 antag inactive and SKKanGAS inh 0.7.
COc1ccc(C)cc1Nc1c2c(nc3ccccc13)CCC2 was read as MrgX1 allo act inactive, HDAC3 inh 3.5, TRPC6 inh inactive, ANO1 activ inactive, TMEM16A inh inactive, TRPC6 act inactive, RGS4 inh inactive, MrgX1 ag inactive, RGS4 pot inactive, MrgX1 antag inactive and SKKanGAS inh 6.2.
COc1ccc(CCNc2cc(N3CCN(C(=O)c4ccccc4F)CC3)ccc2[N+](=O)[O-])cc1OC was read as MrgX1 allo act inactive, HDAC3 inh -2.6, TRPC6 inh inactive, ANO1 activ inactive, TMEM16A inh 25*, TRPC6 act inactive, RGS4 inh inactive, MrgX1 ag inactive, RGS4 pot inactive, MrgX1 antag inactive and SKKanGAS inh 20.3.
Screening O=C(O)c1cccc(NC(=O)c2cc(S(=O)(=O)N3CCOCC3)cs2)c1 returned MrgX1 allo act inactive, HDAC3 inh -1.3, TRPC6 inh inactive, ANO1 activ inactive, TMEM16A inh inactive, TRPC6 act inactive, RGS4 inh inactive, MrgX1 ag inactive, RGS4 pot inactive, MrgX1 antag inactive and SKKanGAS inh -8.4.
`Cc1ccc(C(=O)N2N=C(c3ccccc3O)CC2c2ccccc2)cc1` (stereo not drawn) gave MrgX1 allo act inactive, HDAC3 inh 3.3, TRPC6 inh inactive, ANO1 activ inactive, TMEM16A inh inactive, TRPC6 act inactive, RGS4 inh inactive, MrgX1 ag inactive, RGS4 pot inactive, MrgX1 antag inactive and SKKanGAS inh 20.6.
O=C(c1ccc(OC2CCN(C/C=C/c3ccccc3)CC2)cc1)N1CCCCC1 was read as MrgX1 allo act inactive, HDAC3 inh -6.3, TRPC6 inh inactive, ANO1 activ inactive, TMEM16A inh inactive, TRPC6 act inactive, RGS4 inh inactive, MrgX1 ag inactive, RGS4 pot inactive, MrgX1 antag inactive and SKKanGAS inh -7.6.
Cc1ccc(-n2nnc3c(=O)n(CC(=O)NCC4CCCO4)cnc32)cc1 (stereo not drawn) was read as MrgX1 allo act inactive, HDAC3 inh 5.6, TRPC6 inh inactive, ANO1 activ inactive, TMEM16A inh inactive, TRPC6 act inactive, RGS4 inh inactive, MrgX1 ag inactive, RGS4 pot inactive, MrgX1 antag inactive and SKKanGAS inh -1.4.
Screening CN(C)S(=O)(=O)c1ccc(=S)[nH]c1 returned MrgX1 allo act inactive, HDAC3 inh -4.2, TRPC6 inh inactive, ANO1 activ inactive, TMEM16A inh inactive, TRPC6 act inactive, RGS4 inh inactive, MrgX1 ag inactive, RGS4 pot inactive, MrgX1 antag inactive and SKKanGAS inh -17.2.
CC1(C)CC(NC(=O)Cc2ccc(Cl)cc2)CC(C)(C)N1 was read as MrgX1 allo act inactive, HDAC3 inh 4.2, TRPC6 inh inactive, ANO1 activ inactive, TMEM16A inh inactive, TRPC6 act inactive, RGS4 inh inactive, MrgX1 ag inactive, RGS4 pot inactive, MrgX1 antag inactive and SKKanGAS inh -4.6.
`CC(=O)Nc1cccc(Oc2nc(C(F)(F)F)nc3ccccc23)c1` gave MrgX1 allo act inactive, HDAC3 inh 4.0, TRPC6 inh inactive, ANO1 activ inactive, TMEM16A inh inactive, TRPC6 act inactive, RGS4 inh inactive, MrgX1 ag inactive, RGS4 pot inactive, MrgX1 antag inactive and SKKanGAS inh -11.7.
`NS(=O)(=O)c1cccc(NC(=O)CSc2nn(-c3ccccc3)c(=S)s2)c1` gave MrgX1 allo act inactive, HDAC3 inh 3.3, TRPC6 inh inactive, ANO1 activ inactive, TMEM16A inh inactive, TRPC6 act inactive, RGS4 inh inactive, MrgX1 ag inactive, RGS4 pot inactive, MrgX1 antag inactive and SKKanGAS inh -5.3.
Screening CCC(Sc1ccccn1)C(=O)Nc1cccc([N+](=O)[O-])c1 (stereo not drawn) returned MrgX1 allo act inactive, HDAC3 inh 0.0, TRPC6 inh inactive, ANO1 activ inactive, TMEM16A inh inactive, TRPC6 act inactive, RGS4 inh inactive, MrgX1 ag inactive, RGS4 pot inactive, MrgX1 antag inactive and SKKanGAS inh 2.9.
Screening CC(=O)Oc1ccc2occ(/C=N/c3cc(=O)[nH]c(=S)[nH]3)c(=O)c2c1 returned MrgX1 allo act inactive, HDAC3 inh 2.0, TRPC6 inh inactive, ANO1 activ inactive, TMEM16A inh inactive, TRPC6 act inactive, RGS4 inh inactive, MrgX1 ag inactive, RGS4 pot inactive, MrgX1 antag inactive and SKKanGAS inh 3.1.
For O=[N+]([O-])c1ccccc1NCCNc1ncc(C(F)(F)F)cc1Cl the results were MrgX1 allo act inactive, HDAC3 inh 1.7, TRPC6 inh inactive, ANO1 activ inactive, TMEM16A inh inactive, TRPC6 act inactive, RGS4 inh inactive, MrgX1 ag inactive, RGS4 pot inactive, MrgX1 antag inactive and SKKanGAS inh 52.2*.
Screening COc1ccc(CNC(=O)COC(=O)CCOc2ccc(C)cc2)cc1 returned MrgX1 allo act inactive, HDAC3 inh 5.8, TRPC6 inh inactive, ANO1 activ inactive, TMEM16A inh inactive, TRPC6 act inactive, RGS4 inh inactive, MrgX1 ag inactive, RGS4 pot inactive, MrgX1 antag inactive and SKKanGAS inh -35.9.
For CC(C)(C)NS(=O)(=O)c1ccc(NC(=O)C2CCCCC2)cc1 the results were MrgX1 allo act inactive, HDAC3 inh -2.0, TRPC6 inh inactive, ANO1 activ inactive, TMEM16A inh inactive, TRPC6 act inactive, RGS4 inh inactive, MrgX1 ag inactive, RGS4 pot inactive, MrgX1 antag inactive and SKKanGAS inh -4.7.
For Cc1cc(N2CCCC2)ccc1NC(=O)CN1C(=O)NC(C)(c2ccccc2)C1=O (stereo not drawn) the results were MrgX1 allo act inactive, HDAC3 inh 3.0, TRPC6 inh inactive, ANO1 activ inactive, TMEM16A inh inactive, TRPC6 act inactive, RGS4 inh inactive, MrgX1 ag inactive, RGS4 pot inactive, MrgX1 antag inactive and SKKanGAS inh 9.4.
